# Screens deposited in PubChem by Broad Institute.
# ERAP1 inh = ERAP1 (human) enzyme inhibition | recombinant ERAP1, Leu-AMC fluorescence, 60 min | inhibition, % at 10.7 µM | 340,000 tested, 0.15% active;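 active = mean replicate inhibition of at least 30%, or all replicates individually reaching that 30% level; inactive = mean below 30% and not every replicate reaching it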;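 note: 0% = neutral control wells and 100% = L-leucinethiol positive control wells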
# esBAF inh = blocks esBAF chromatin remodeling in mouse ES cells; Bmi1-luciferase knock-in reporter, 24 h; 100% = twice the neutral-well signal; reporter increase, % at 12.5 µM; 350,000 tested, 2% active; AID 602393; in the data active = activation above about 40%; inconclusive = no clear call, values can overlap the other calls;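 note: 0% = median of the plate's neutral control wells and 100% = double that signal; a rise in the Bmi1 reporter signal indicates esBAF inhibition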
# ERp5 inh = inhibitors of human ERp5. AID 651711. Q15084. ERp5 insulin aggregation, absorbance 650 nm, 90 min. 350,000 tested, 0.05% active. inhibition, % at 9.99 µM;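 active = mean replicate inhibition above about 25%, with every replicate also reaching it, limit read from the data, passing the limit was not always enough; inconclusive = only one of those two criteria met; inactive = neither criterion met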
# XiGFP reactiv = activators of X-chromosome reactivation in mouse fibroblasts; 360,000 tested, 0.055% active; activation, % at 7.58 µM; AID 743238; XiGFP mouse fibroblasts, % GFP-positive cells imaging, 3 d; cells co-treated with 5-aza-dC sensitizer; scaled so ellipticine positive control = 100%;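 active = mean normalized replicate activation at least 10% and every replicate at or above 10%; inconclusive = only one of the two criteria met; inactive = mean below 10% and not all replicates reach 10%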;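 note: 0% = median of on-plate neutral control wells and 100% = ellipticine 6 µM median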
#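 Assay system – SV40-immortalized XiGFP fibroblast cells, line 68-5-11 · Buffer or medium – DMEM supplemented with 5-aza-dC as sensitizing agent · Dosing – one concentration, pinned · Benchmarks – positive control ellipticine, 6 µM final · Times – 3 days compound exposure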
# RAD52 anneal inh = inhibitors of human RAD52 DNA annealing | P43351 | recombinant RAD52 DNA annealing, FRET fluorescence | inhibition, % at 18.7 µM | 360,000 tested, 0.46% active | AID 651710;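 active = every replicate showing at least 50% inhibition; inconclusive = mean inhibition at least 50% but not in every replicate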
# S100A4 MyoIIA = blocks human S100A4 binding to myosin IIA peptide | S100A4/TAMRA-MyoIIA peptide fluorescence polarization | AID 652163 | 360,000 tested, 0.14% active | P26447 | inhibition, % at 10.7 µM;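 active = mean inhibition of at least 70% across replicates, with every replicate also reaching that level; inconclusive = mean inhibition reaches 70% but some replicates fall short; inactive = mean inhibition below 70%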
# Target sequence (P26447 whole entry, looked up): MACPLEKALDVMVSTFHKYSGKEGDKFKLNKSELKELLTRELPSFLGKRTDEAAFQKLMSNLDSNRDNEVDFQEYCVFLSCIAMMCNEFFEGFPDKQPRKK
#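 Material: S100A4 monomer protein | Medium: HEPES pH 7.2 with CaCl2, KCl, NaCl, DTT, Triton | Reagent: Labelled myosin peptide probe, 5 nM | Doses: One dose per compound | Times: 5 min incubation before reading | Benchmarks: Neutral control DMSO, positive control TFP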
# RAD54 branch = inhibitors of human RAD54 branch migration | Q92698 | RAD54 Holliday junction branch migration, FAM/BHQ fluorescence | inhibition, % at 10.4 µM | 360,000 tested, 0.14% active | AID 602329;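 active = mean normalized replicate activity at least 40 and at least half of replicates scoring 40 or more; inconclusive = only one of the two criteria met; inactive = mean below 40 and under half of replicates reaching 40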;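 note: 0% = median of neutral control wells and 100% = median of positive control wells; inhibitors cause a drop in the FAM fluorescence signal; in these data hits start at about 50%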
# E-sel inducer = induces E-selectin expression in human endothelial cells; P16581; HUVEC E-selectin immunofluorescence imaging; normalized: neutral wells 0, TNF-alpha wells 100; activation, % at 7.58 µM; 260,000 tested, 0.37% active; AID 686992;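 active = mean E-selectin-positive cell signal at least 10% of the positive control, reached in at least 60% of replicates, without over 20% cell loss; inconclusive = no rule given, readout overlaps actives, possibly toxicity-flagged; inactive = the rest, including those meeting only one limit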;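 note: in these data hits start at about 27%; measured in HUVEC primary endothelial cells; signal is the percent of cells scored E-selectin positive by PE staining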
# Target sequence (P16581 whole entry, looked up): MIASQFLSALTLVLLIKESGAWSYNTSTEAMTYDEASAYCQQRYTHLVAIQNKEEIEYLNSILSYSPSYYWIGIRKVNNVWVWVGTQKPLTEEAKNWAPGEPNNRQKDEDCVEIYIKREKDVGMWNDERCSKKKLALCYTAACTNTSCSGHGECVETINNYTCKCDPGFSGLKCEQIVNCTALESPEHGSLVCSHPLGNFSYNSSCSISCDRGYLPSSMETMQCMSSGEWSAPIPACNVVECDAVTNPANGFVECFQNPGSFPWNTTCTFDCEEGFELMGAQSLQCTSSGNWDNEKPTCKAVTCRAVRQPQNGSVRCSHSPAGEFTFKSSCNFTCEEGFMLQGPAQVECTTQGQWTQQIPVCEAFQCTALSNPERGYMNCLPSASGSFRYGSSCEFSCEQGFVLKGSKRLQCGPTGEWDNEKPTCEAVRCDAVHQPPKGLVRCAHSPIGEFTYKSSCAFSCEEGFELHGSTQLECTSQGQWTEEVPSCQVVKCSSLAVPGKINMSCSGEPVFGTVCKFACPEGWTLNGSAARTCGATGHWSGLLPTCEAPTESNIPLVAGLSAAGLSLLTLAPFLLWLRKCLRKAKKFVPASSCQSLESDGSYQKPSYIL
#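 material = human umbilical vein endothelial cells (HUVEC), E-selectin induction | quantity = 3,000 cells/well | medium = EGM-2 growth medium on 0.1% gelatin-coated wells | technique = immunofluorescence imaging | read-out basis = % PE-positive cells | control set = TNF-alpha positive control, DMSO neutral control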
# Starred values were filed as active, the others as inactive; u = inconclusive; x = not tested or not shown. Random draw from the library (roughly 2.5% active in at least one column).
SMILES	ERp5 inh	RAD52 anneal inh	RAD54 branch	esBAF inh	ERAP1 inh	E-sel inducer	XiGFP reactiv	S100A4 MyoIIA
CO[C@H]1CN(C)C(=O)c2cc(NC(=O)CC(F)(F)F)ccc2OC[C@H](C)N(S(=O)(=O)c2cn(C)cn2)C[C@H]1C	1	-70	-2	-4	0	0.2	-0.3	-18
Cc1cn([C@H]2C[C@H](O)[C@@H](/C=C/C(=O)NCCc3ccc4ccccc4c3)O2)c(=O)[nH]c1=O	-3	-1	-6	2	0	0.8	0.0	1
O=C(NCc1ccco1)c1ccc2c(c1)N(Cc1ccc(Cl)cc1)CCS2	1	-14	12	x	0	x	0.0	3
CSCCC(NS(=O)(=O)c1ccccc1F)C(=O)NCC(C)(C)N1CCOCC1 (configuration not stated)	-7	-4	2	1	2	x	-0.1	-4
CNC(=O)c1c(NC(=O)CCS(=O)(=O)c2ccccc2)sc(C)c1C	-4	-7	-2	-1	0	0.0	0.2	5
Cc1ccc(S(=O)(=O)Nc2ccc3c(c2)C(=O)N([C@H](C)CO)C[C@H](C)[C@@H](CN(C)S(=O)(=O)c2ccccc2)OCCCC[C@H](C)O3)cc1	-1	-1	-3	7	2	0.1	0.3	-2
C[C@H](CO)N1C[C@H](C)[C@H](CN(C)C(=O)NC2CCCCC2)Oc2ncc(C#Cc3ccc(C(F)(F)F)cc3)cc2C1=O	13	-2	-12	5	4	2.0	0.0	-8
C[C@@H](O)C#Cc1ccc([C@@H]2[C@@H](CO)N3CCCCN(C(=O)c4ccc5c(c4)OCO5)C[C@H]23)cc1	-3	6	8	-3	0	0.2	0.2	-9
CN(C)CC(=O)Nc1ccc2c(c1)[C@@H]1C[C@H](CC(=O)NCc3ccccc3)O[C@H](CO)[C@@H]1O2	-2	-4	5	0	-1	-0.6	0.9	9
Cc1cc(C)cc(NC(=O)CN2CCC(C(=O)c3ccccc3)CC2)c1	4	-15	-2	7	1	0.0	0.2	-4
CO[C@@H]1CN(C)C(=O)c2cc(NC(=O)C3CCC3)ccc2OC[C@@H](C)N(C(=O)NC(C)C)C[C@H]1C	3	7	-8	-1	-3	-0.2	-0.2	5
Cc1ccsc1/C=N/NC(=O)c1nnn(-c2nonc2N)c1CN(C)c1ccccc1	1	-12	7	3	-2	x	-0.1	2
CC(C)(C)c1ccc(/C=N/NC(=O)CN2CCS(=O)(=O)CC2)cc1	-5	-14	-1	0	0	0.1	-0.1	0
C[C@@H]1CN([C@@H](C)CO)C(=O)c2cc(NC(=O)Nc3ccc(F)cc3)ccc2O[C@@H](C)CCCCO[C@H]1CN(C)S(=O)(=O)c1cn(C)cn1	0	-8	-5	-4	6	-0.1	-0.2	14
CCN1CC(=O)N2[C@H](CO)[C@@H](c3ccc(Br)cc3)[C@H]2C1	3	-8	x	x	-1	0.3	0.0	24
CC(=O)OC1CC2(C)C(C(C)=O)CCC2C2CCC3=CC(=O)CCC3(C)C12 (configuration not stated)	1	7	2	-10	2	5.6	0.4	-1
Cc1cccc(CSc2nnc(-c3cnccn3)n2C)c1	-2	9	-1	x	-2	x	0.1	-13
CCOC(=O)c1ccc(NC(=O)c2cccc(S(=O)(=O)N3CCN(C(C)=O)CC3)c2)cc1	-4	-10	1	-8	3	-0.1	0.5	0
Cc1cccc(N2C(S)=C(C#N)C(=O)NC23CCCCC3)c1	3	-17	4	x	4	-1.3	0.1	-2
O=C(COC(=O)c1ccc2ncsc2c1)Nc1cccc(Cl)c1	2	0	6	14	1	-0.2	-0.1	-2
COc1ccc(CCNC(=O)C(=O)NCC2OCCN2S(=O)(=O)c2ccc(C)cc2)cc1 (configuration not stated)	-6	-1	-5	3	-2	-0.1	0.3	1
COc1ccc(NC(=O)N(C)C[C@H]2Oc3cc(-c4cccc(C(=O)N(C)C)c4)ccc3S(=O)(=O)N([C@H](C)CO)C[C@@H]2C)cc1	3	5	-2	-1	-6	-0.2	-1.1	1
O=C1c2ccccc2C(=O)N1CCc1csc(-c2ccccc2)n1	5	-5	5	2	1	x	x	5
Cc1cc(C)c2c(c1)NC(C(=O)O)C1CC=CC21 (configuration not stated)	0	-213	-15	-6	8	x	0.0	-3
O=C(Cc1ccccn1)N[C@H]1C=C[C@H](CC(=O)N2CCCCC2)O[C@@H]1CO	1	-1	-1	-3	-4	0.2	0.5	0
Cn1nc(C(F)(F)F)c(-c2cccc(C(F)(F)F)c2)c1NC(=O)CSCC(=O)O	2	-5	x	x	0	x	0.3	3
CC(=C\c1ccco1)/C=C1/SC(=S)N(CC(=O)O)C1=O	u	-49	x	4	2	x	0.0	30
CC(=O)NCCNC(=O)c1ccc(CSc2ccc(Cl)cc2)cc1	-2	-12	9	54*	-1	0.7	-0.1	-14
CSCCC(=O)N1CCCC(CNC(=O)c2ccccc2Cl)C1 (configuration not stated)	5	-2	x	x	1	2.1	0.0	6
O=C(Cn1cc2c(n1)CCCCC2)Nc1ccc(F)cc1F	4	-6	-2	3	1	-0.1	0.2	1

# 2 records picked at random from those above:
SMILES	ERp5 inh	RAD52 anneal inh	RAD54 branch	esBAF inh	ERAP1 inh	E-sel inducer	XiGFP reactiv	S100A4 MyoIIA
O=C(Cc1ccccn1)N[C@H]1C=C[C@H](CC(=O)N2CCCCC2)O[C@@H]1CO	1	-1	-1	-3	-4	0.2	0.5	0
Cc1cc(C)c2c(c1)NC(C(=O)O)C1CC=CC21 (configuration not stated)	0	-213	-15	-6	8	x	0.0	-3

# Other compounds
SMILES	ERp5 inh	RAD52 anneal inh	RAD54 branch	esBAF inh	ERAP1 inh	E-sel inducer	XiGFP reactiv	S100A4 MyoIIA
Cc1cc(C(=O)CN2C(=O)NC(C)(c3cc(F)ccc3F)C2=O)c(C)n1C1CC1 (configuration not stated)	6	-22	12	x	-2	-0.3	0.2	-6
Cc1c(Cl)cccc1-n1c(SCC(=O)N2CCC(C(=O)O)CC2)nnc1-c1ccncc1	1	-6	x	x	-2	0.0	0.0	-1
CCCCn1c(N)c(N(CCOC)C(=O)CCCn2c(=O)oc3ccccc32)c(=O)[nH]c1=O	1	-6	-9	-1	2	2.1	0.1	-7
C[C@H]1CN([C@@H](C)CO)S(=O)(=O)c2ccc(C#CC3(O)CCCC3)cc2O[C@@H]1CN(C)C(=O)Nc1cccc(F)c1	-2	-2	-2	9	2	0.7	0.0	9
CCOC(=O)c1[nH]c(C)c(C(=O)NC2CCCC2)c1C	2	-13	-5	0	x	-0.3	0.1	-7
CC=Cc1ccc2n(c1=O)C[C@@H]1[C@@H](CO)[C@H](C(=O)NCCOC)[C@H]2N1Cc1ccccc1OC (mixture of isomers)	-1	-6	x	x	-3	-0.2	0.0	2
CCOC(=O)NC(=O)COC(=O)CNC(=O)c1cccc(OC)c1	-4	0	1	x	0	-3.4	-0.1	0
CCN(c1ccccc1)S(=O)(=O)c1ccc(OC)c(NC(=O)C2CCC2)c1	2	-19	9	-15	-2	x	0.1	-2
c1ccc2nc(-c3ccc4c(c3)OCO4)ccc2c1	-7	-6	-8	7	0	x	x	5
COc1ccc(S(=O)(=O)Nc2ccc3c(c2)[C@@H]2C[C@@H](CC(=O)NCC4CC4)O[C@H](CO)[C@@H]2O3)cc1	-3	-8	2	5	-2	-0.5	-0.1	-12
COc1ccc(C#Cc2cnc3c(c2)C(=O)N([C@H](C)CO)C[C@H](C)[C@@H](CN(C)C(=O)CC2CC2)O3)cc1	1	-7	-12	-21	0	-0.5	-0.4	-10
COc1ccc(-n2c(C)cc(C(=O)NC3CCCCC3)c2C)cc1	1	-14	-6	54*	1	x	x	2
CCCCC(C(=O)NC(C)c1ccccc1)C(=O)NC(C)c1ccccc1 (configuration not stated)	1	-18	-6	3	-2	1.8	0.2	-2
O=C(Nc1ccc(CN2CCOCC2)cc1)c1ccc(Br)o1	4	1	-3	33	-1	x	0.0	2
COc1ccc(NC(=O)Nc2ccc3c(c2)C(=O)N([C@@H](C)CO)C[C@H](C)[C@H](CN(C)S(=O)(=O)c2ccc(C)cc2)O3)cc1	-10	3	-5	0	-1	-0.3	-0.1	-2
CC(C)NC(=O)Nc1ccc2c(c1)CC(=O)N([C@H](C)CO)C[C@@H](C)[C@@H](CN(C)CC1CCCCC1)O2	1	11	-2	-3	-3	0.1	0.3	1
Cc1c(C(=O)NCCCN2CCOCC2)oc2ccc(S(=O)(=O)N3CCOCC3)cc12	5	5	x	-4	4	x	0.0	-4
Cc1noc(/C=C/c2cccs2)c1S(=O)(=O)N1CCC(C(=O)NCCCN2CCCC(C)C2)CC1 (configuration not stated)	2	-6	x	x	-9	1.4	0.1	2
NS(=O)(=O)c1ccc(CNC(=S)Nc2cc(S(=O)(=O)N3CCOCC3)ccc2Cl)cc1	-6	-9	0	-3	9	x	-0.3	2
CCOC(=O)n1c(=O)oc2ccccc21	-5	-14	0	-6	2	x	x	-10
COc1nc(-c2ccccc2)cc(C(F)(F)F)n1	-1	0	4	0	-2	x	x	-18
O=C(Nc1ncccc1O)c1ccc(OCC2CCCO2)cc1 (configuration not stated)	3	-8	-8	-63	3	x	0.2	-7
Cc1ccc(NC(=O)CNC(=O)C23CC4CC(CC(C4)C2)C3)nc1	5	-6	-1	3	-3	0.0	-0.1	0
Nc1nc2nccc(-c3ccccn3)n2n1	-12	-12	x	-5	2	x	0.0	4
Cc1cccc(-c2ccc([C@H]3[C@H]4CN(C(=O)c5ccc6c(c5)OCO6)CCCCN4[C@H]3CO)cc2)c1	1	-21	4	5	-2	-0.4	0.0	39
Cc1cccc(NC(=O)CNC(=O)[C@@H](Cc2ccccc2)NC(=O)[C@H]2O[C@@H](n3ccc(=O)[nH]c3=O)[C@H](O)[C@@H]2O)c1C	-3	-11	x	x	3	0.0	0.5	-9

# Sorted by value in esBAF inh (low to high): some entries from above.
mol	esBAF inh
O=C(Nc1ncccc1O)c1ccc(OCC2CCCO2)cc1 (configuration not stated)	-63
COc1ccc(C#Cc2cnc3c(c2)C(=O)N([C@H](C)CO)C[C@H](C)[C@@H](CN(C)C(=O)CC2CC2)O3)cc1	-21
CCOC(=O)c1[nH]c(C)c(C(=O)NC2CCCC2)c1C	0
c1ccc2nc(-c3ccc4c(c3)OCO4)ccc2c1	7
O=C(Nc1ccc(CN2CCOCC2)cc1)c1ccc(Br)o1	33
